DUSP3 inh = VHR1 phosphatase inhibitors, primary screen, biochemical, colorimetric, HTS; Dual specificity protein phosphatase 3 (Homo sapiens), P51452; recombinant VHR phosphatase, colorimetric substrate read-out; inhibition, % at 20 µM; 50,000 compounds, 0.7% hits; in the data active = inhibition above about 60%; also: some results filed as inactive read as strong as hits
Target sequence (P51452 whole entry, looked up): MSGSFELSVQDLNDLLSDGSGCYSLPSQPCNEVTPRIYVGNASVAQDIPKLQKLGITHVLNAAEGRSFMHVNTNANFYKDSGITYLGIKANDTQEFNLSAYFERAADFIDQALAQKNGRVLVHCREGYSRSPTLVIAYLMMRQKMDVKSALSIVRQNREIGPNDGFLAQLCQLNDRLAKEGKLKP
Active calls of the source: *; & = joins results of further samples. Not all compounds are listed; the hit share may differ from the screen's.

mol,DUSP3 inh
Cc1ccc(N(CC(=O)NCc2ccncc2)S(=O)(=O)c2ccccc2)cc1C,-6
Cc1c(Cl)cccc1NC(=O)c1cc2c(C)nn(-c3ccccc3)c2s1,4
Cc1ccc(NC2=C(Cl)C(=O)N(Cc3ccccc3)C2=O)cc1C,-9
CC(C)c1ccc(N2C(=O)NC(=O)/C(=C/c3cccc(O)c3)C2=O)cc1,21
O=C(/C=C/c1ccccc1)NC(=S)Nc1ccc([N+](=O)[O-])cc1Cl,-9
Cc1ccc(S(=O)(=O)N(CCc2ccccc2)CC(=O)NCc2ccc(Cl)cc2)cc1,-15
COc1cc(C(=O)Nc2ccc(-c3nc4ccccc4[nH]3)cc2)cc(OC)c1OC,24
CCOC(=O)c1ccccc1NC(=O)CN(c1ccc(C)cc1)S(C)(=O)=O,-21
CCOCCOC(=O)C1=C(C)N(C)C(=O)NC1c1ccc(OCc2ccccc2)cc1 (stereo not drawn),-48
CC(C)(C)NC(=O)c1cc(-c2ccccc2)n(-c2ccccc2)n1,-8
COc1ccc(/C=N\NC(=O)c2ccc(Br)cc2)cc1I,-24
CCNC(=S)NCCN1CCCCC1,7
CCOC(=O)c1c(NC(=O)c2ccc(Cl)cc2)sc(C(=O)Nc2ccccc2OCC)c1C,-14
COc1ccc(CCNC(=O)C2CC2(c2cccc(C)c2)c2cccc(C)c2)cc1OC (stereo not drawn),2
COc1cccc(/C=N/NC(=O)CSc2ccc3ccccc3n2)c1,-1
CCOc1ccc(CNc2ccc3c(c2)ncn3C)cc1,-1
O=C(NCCC1=CCCCC1)c1ccc(Cl)cc1[N+](=O)[O-],1
COc1cc(/C=C2/SC(=S)N(c3ccccc3)C2=O)cc(Br)c1OC(=O)c1ccc(C)cc1,-4
Cc1ccc(C(=O)c2c(C)oc3c2cc(O)c2ccccc23)cc1,-2
CC(C)(C)CC(C)(C)NC(=O)CSc1nnc(-c2cccc(F)c2)n1-c1ccccc1,-8
O=C(CN(c1ccccc1)S(=O)(=O)c1ccccc1[N+](=O)[O-])Nc1cc(Cl)cc(Cl)c1,10
Cc1nc(-c2ccccc2)sc1C(=O)Nc1ccc(-c2cn3ccccc3n2)cc1,-20
Cc1cc2ncn(C(=O)c3ccco3)c2cc1C,-22
COc1ccc(C(=O)/C=C/c2ccc(-c3ccc(Cl)cc3Cl)o2)cc1,-12
Cn1c(=O)c([N+](=O)[O-])c(NCCCO)c2ccccc21,6
Cc1ccc(OCC(=O)N/N=C\c2ccncc2)cc1,-30
Cc1ccc(S(=O)(=O)/N=C/c2ccc(C(F)(F)F)cc2)cc1,-2
O=C(N/N=C\c1cccc(O)c1)C(=O)N/N=C/c1cccc(O)c1,-12
CCOC(=O)C(=Cc1cc(OC)c(OC)cc1Br)C(=O)OCC,-6
CC(=O)Nc1c(C)ccc2nsnc12,-19

Entries from the list above that contain a nitro group on carbon:
mol,DUSP3 inh
O=C(/C=C/c1ccccc1)NC(=S)Nc1ccc([N+](=O)[O-])cc1Cl,-9
O=C(NCCC1=CCCCC1)c1ccc(Cl)cc1[N+](=O)[O-],1
O=C(CN(c1ccccc1)S(=O)(=O)c1ccccc1[N+](=O)[O-])Nc1cc(Cl)cc(Cl)c1,10
Cn1c(=O)c([N+](=O)[O-])c(NCCCO)c2ccccc21,6

Next results
mol,DUSP3 inh
CCN(CC)S(=O)(=O)c1ccc(NC(=O)c2ccc(OC)c(I)c2)cc1,-1
O=C(O)C1C2CCC(O2)C1C(=O)NCc1cccs1 (stereo not drawn),-15
CCOC(=O)C1CCN(S(=O)(=O)c2cccc3cccnc23)CC1,7
CCOC(=O)c1c(NC(=O)Cc2cccs2)sc(C(=O)N2CCOCC2)c1C,-7
CCOc1cc(/C=C2/C(=O)NC(=O)N(c3ccccc3)C2=O)ccc1OCc1ccc([N+](=O)[O-])cc1,-1
COc1cccc(CN2CCN(Cc3ccc(C(F)(F)F)cc3)CC2)c1OC,4
CCOc1ccc(N2C(=O)NC(=O)/C(=C\c3ccc(C)o3)C2=O)cc1,0
CCOC(=O)c1c(C)nc2n(/N=C/c3ccccc3[N+](=O)[O-])c3ccccc3n12,-3
O=[N+]([O-])c1ccc(/C=N/c2nc3c(s2)CCCC3)cc1,-3
COc1cc2oc(=O)c3c(c2cc1Cl)CCCC3,-3
O=C(c1ccccc1)N1CCCC2CCCC21 (stereo not drawn),5
O=C(c1nn2c(c1Br)NC(c1cccs1)CC2C(F)(F)F)N1CCCC1 (stereo not drawn),1
COc1ccc(C2CC(C(F)(F)F)n3nc(C(=O)Nc4cccnc4)cc3N2)cc1 (stereo not drawn),-17
CCc1ccc(-n2c(C)cc(/C=C3/SC(=S)NC3=O)c2C)cc1,-5
Cc1cc(=O)[nH]c(SCC(=O)c2ccc(Br)cc2)n1,5&25
Cc1ccc(N(CC(=O)NC(C)c2ccccc2)S(C)(=O)=O)cc1Cl (stereo not drawn),11
COc1ccc(C(=O)NCCCNc2ccc([N+](=O)[O-])cc2Cl)cc1OC,-9
O=C1NC(=O)N(c2ccc(Cl)cc2)C(=O)/C1=C/c1ccc(F)cc1,-15
C=CCOc1c(Cl)cc(/C=C2/C(=O)NN(c3ccc(Br)cc3)C2=O)cc1OC,-6
Cc1cc(C)nc(NS(=O)(=O)c2ccc(NC(=O)COc3ccc4ccccc4c3)cc2)n1,-11
Cc1ccc2ccc3cccc(S(=O)(=O)O)c3c2n1,0
O=[N+]([O-])c1cc(NS(=O)(=O)Cc2ccccc2)ccc1F,-20
Cc1ccc2c(c1)C1(c3ccccc3)Nc3ccc(C)cc3C1(c1ccccc1)N2 (stereo not drawn),28
C=CCOCCN(C)C1=NS(=O)(=O)c2cc([N+](=O)[O-])ccc21,-7
Cc1ccccc1C(=O)Nc1sc2c(c1C(=O)O)CCC2,-16
Cc1cc(=O)[nH]c(SCC(=O)c2ccc(Br)cc2)c1C#N,4
O=C(O)C1CCCCC1C(=O)Nc1nc(-c2ccc(Br)cc2)cs1 (stereo not drawn),5
COc1cccc(NC(=O)c2cc(I)ccc2Cl)c1,-12
CCOc1ccc(-n2nc3ccc(NC(=O)c4ccc(C)c([N+](=O)[O-])c4)cc3n2)cc1,1
O=C(COc1ccc(Cl)cc1)NNC(=O)C(=O)NCCO,-7
CCOc1ccc2nc(SCC(=O)NCCc3ccccc3)sc2c1,4
O=C(O)CC(NC(=O)COc1ccc(Cl)cc1Cl)C(=O)O (stereo not drawn),-4
O=C1NC(=S)N(c2ccccc2)C(=O)/C1=C/c1ccc(-c2ccc(Cl)c(C(=O)O)c2)o1,45
Cc1ccc(-c2cc(C(F)(F)F)n3nc(C(=O)OC(C)C)cc3n2)cc1,-10
C/C=C/C=C(/NC(=O)c1ccccc1)C(=O)Nc1cccc(C)c1,-6
CS(=O)(=O)N/N=C/c1ccc2c(c1)OCO2,-16
Cc1ccc(NC(=O)/C(C#N)=C/c2ccc(N(C)C)o2)cc1C,-10
COc1ccc(S(=O)(=O)N(CCc2ccccc2)CC(=O)Nc2ccc3c(c2)OCO3)cc1,0
O=C(Nc1ccc(OC(F)(F)F)cc1)c1cccc([N+](=O)[O-])c1,1
Cc1ccc([N+](=O)[O-])cc1Cc1c(F)cc(F)cc1F,-6
CCCN1C(=O)c2ccccc2NC1c1cccc(F)c1 (stereo not drawn),-8
O=C1C=C(Nc2ccccc2)C(=O)N1c1ccccc1Cl,-14
O=C1OC(c2ccc(Br)cc2)=N/C1=C/c1ccc(Cl)cc1Cl,-8
COc1ccc(/C=C/C(=O)Nc2ccc(N3CCCCC3)c(Cl)c2)cc1,-1
Cc1ccc(C(=O)Nc2ccc(O)c(-c3nc4ccccc4s3)c2)cc1[N+](=O)[O-],-9
O=C(CSc1nc2ccccc2[nH]1)c1ccc2ccccc2c1,-8
O=C(c1ccco1)N(Cc1ccccc1)C(Cc1ccccc1)c1cccs1 (stereo not drawn),-8
COC(=O)C1=NNC2C(=O)N(c3ccccc3Br)C(=O)C12 (stereo not drawn),-13
O=C1S/C(=C\c2ccc(-c3ccc([N+](=O)[O-])cc3)o2)C(=O)N1c1ccccc1,-9
COCCN1C(=O)C(=O)/C(=C(/O)c2ccccc2)C1c1cc(OC)ccc1OC (stereo not drawn),-8
Cc1ccc(-c2nc3ccccc3o2)cc1NC(=S)NC(=O)/C=C/c1ccccc1,-12
COc1ccc(NC(=O)c2cc3cc(OC)ccc3oc2=O)cc1,-12
O=C(COc1ccccc1)NNC(=O)c1ccc(F)cc1,-16
Cc1cccc(OCCNc2cc(Cl)ccc2[N+](=O)[O-])c1,-15
CC(C)C(=O)NNC(=O)C12CC3CC(CC(C3)C1)C2,-2
O=S1(=O)N=C(Oc2ccc(-c3ccccc3)cc2)c2ccccc21,-7
N#C/C(=C\c1ccc(-c2ccc([N+](=O)[O-])cc2Br)o1)C(N)=O,-17
COc1ccc(N(CC(=O)N2CCCC2)S(=O)(=O)c2ccc(C)cc2)c(OC)c1,-17
CCc1nnc(NC(=O)CCCOc2ccc(Cl)cc2C)s1,-12
COc1ccc(OCC(=O)Nc2cccc(OC)c2)cc1,-30

(cont.)
mol,DUSP3 inh
COc1cc(Br)cc(/C=C2\C(=O)NN(c3ccccc3)C2=O)c1O,13
CCC1(c2ccccc2)NC(=S)N(c2ccc(C)cc2)N1 (stereo not drawn),-21
CC1CCCC(C)N1C(=O)COc1ccc2ccccc2c1 (stereo not drawn),7
O=C(NCCN1CCOCC1)c1cc(-c2ccc(Br)cc2)nc2ccccc12,-28
O=C1N/C(=N/N=C/c2ccccc2)SC1Cc1cc(Cl)ccc1Cl (stereo not drawn),-20
CN(C)CC(Oc1ccc(Cl)cc1)C(=O)O (stereo not drawn),-26
CCOc1nc(OCC)c(C=O)c(OCC)n1,-3
CCOC(=O)c1ccccc1NC(=O)CN(c1ccccc1OC)S(=O)(=O)c1ccccc1,-9
Cc1ccc(C(=O)N/N=C\c2ccc(I)o2)o1,-7
CCOc1ccc(-n2nc3ccc(NC(=O)c4ccc(Cl)cc4)cc3n2)cc1,-15
O=C(c1ccccc1)C(Sc1ccc(Br)cc1)C(=O)c1ccccc1,1
O=C(Nc1ccc(Cl)c(Cl)c1)Nc1nnc(COc2ccccc2)s1,-14
O=C1C=C(NCc2ccc(Cl)c(Cl)c2)C2(CCCCC2)O1,5
Cc1ccc(N2CCN(C(=O)Nc3ccc(Cl)cc3Cl)CC2)cc1,-52
Cc1cc([N+](=O)[O-])ccc1N[C@@H]1C[C@H](O)[C@@H](CO)O1,-6
Cc1ccc([N+](=O)[O-])cc1S(=O)(=O)n1nnc2ccccc21,-19
COc1ccccc1NC(=O)c1ccc(Oc2ccc(C(=O)Nc3ccccc3OC)cc2)cc1,-2
COc1ccc(C(=O)Nc2nnc(CCS(=O)(=O)c3ccc4ccccc4c3)s2)cc1OC,-26
CSc1ccc(/C=N/NC(=O)c2c[nH]c3ccccc23)cc1,-16
CN(C)c1ncnc2c1ncn2[C@@H]1OC(CO)C(O)C1O (stereo partly drawn),6
Cc1ccc(C)c(S(=O)(=O)Nc2ccc3oc4c(c3c2)C(=O)CCC4)c1,-28
Cc1cc(C)nc(SCC(=O)N2c3ccccc3Sc3ccc(Cl)cc32)n1,8
Cc1ccc(OCCCCCc2c(C)n[nH]c2C)c(C)c1,21
COc1ccccc1OCCOc1c(Cl)cc(/C=N/n2cnnc2)cc1OC,2
COc1ccc(NC(=O)CN(c2cccc(C(F)(F)F)c2)S(C)(=O)=O)c(OC)c1,3
Cc1ccc(N)cc1NC(=O)c1ccccc1,7
Cc1ccccc1OCC(=O)Nc1cccc(-c2nc3ccccc3[nH]2)c1,16
CCOc1ccc2nc(SCC(=O)Nc3ccccc3OCC)sc2c1,-4
O=C(N/N=C/c1ccccc1O)C(=O)N1CCCCCC1,-22
COc1cc(NC(=O)COc2cc(C)c(Cl)c(C)c2)c(OC)cc1Cl,-11

Part of the list above, with each value named:
compound: CSc1ccc(/C=N/NC(=O)c2c[nH]c3ccccc23)cc1
  DUSP3 inh: -16

compound: CN(C)c1ncnc2c1ncn2[C@@H]1OC(CO)C(O)C1O (stereo partly drawn)
  DUSP3 inh: 6

Shown with each value named: entries from further up
SMILES: Cc1ccc(C(=O)Nc2ccc(O)c(-c3nc4ccccc4s3)c2)cc1[N+](=O)[O-]
  DUSP3 inh: -9

SMILES: O=C(CSc1nc2ccccc2[nH]1)c1ccc2ccccc2c1
  DUSP3 inh: -8

SMILES: O=C(c1ccco1)N(Cc1ccccc1)C(Cc1ccccc1)c1cccs1 (stereo not drawn)
  DUSP3 inh: -8

SMILES: COC(=O)C1=NNC2C(=O)N(c3ccccc3Br)C(=O)C12 (stereo not drawn)
  DUSP3 inh: -13

(list continues)
mol,DUSP3 inh
CC(=O)CCc1oc2ccc(Br)cc2c1-c1ccc(C)o1,-5
NCC1NCCc2ccccc21 (stereo not drawn),-9
O=S(=O)(c1ccccc1)N1CCN(Cc2ccccc2Br)CC1,10
COc1cccc(/C=C/C(=O)c2cccc([N+](=O)[O-])c2)c1OC,-2
COc1cccc2cc(C(=O)Nc3cccc(C(=O)O)c3)c(=O)oc12,-18
O=C(NC(=S)NCc1ccco1)c1ccc([N+](=O)[O-])cc1,-24
O=C(Nc1ccccc1)c1ccc(Cl)c(NC(=O)c2cccs2)c1,-1
O=S(=O)(c1ccc(Br)cc1Br)N1CCOCC1,-17
CC(=O)Oc1c(-c2ccccc2)c2nc3ccccc3nc2c2ccccc12,-25
COc1ccc(NC(=O)COc2cc(C)c(Cl)c(C)c2)cc1OC,-15
CCn1c2ccccc2c2cc(/C=N/NC(=O)c3cccc([N+](=O)[O-])c3)ccc21,-7
